Compound activity (PubChem BioAssay)
hcGAS lum: blocks human cGAS activity; AID 1259398; Q8N884; recombinant h-cGAS, ATP depletion, Kinase-Glo luminescence; inhibition, % at 12.5 µM; actives 0.081% (n = 290,000);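 also: 0% = vehicle reaction and 100% = reaction without DNA for no activity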
Target sequence (Q8N884 whole entry, looked up): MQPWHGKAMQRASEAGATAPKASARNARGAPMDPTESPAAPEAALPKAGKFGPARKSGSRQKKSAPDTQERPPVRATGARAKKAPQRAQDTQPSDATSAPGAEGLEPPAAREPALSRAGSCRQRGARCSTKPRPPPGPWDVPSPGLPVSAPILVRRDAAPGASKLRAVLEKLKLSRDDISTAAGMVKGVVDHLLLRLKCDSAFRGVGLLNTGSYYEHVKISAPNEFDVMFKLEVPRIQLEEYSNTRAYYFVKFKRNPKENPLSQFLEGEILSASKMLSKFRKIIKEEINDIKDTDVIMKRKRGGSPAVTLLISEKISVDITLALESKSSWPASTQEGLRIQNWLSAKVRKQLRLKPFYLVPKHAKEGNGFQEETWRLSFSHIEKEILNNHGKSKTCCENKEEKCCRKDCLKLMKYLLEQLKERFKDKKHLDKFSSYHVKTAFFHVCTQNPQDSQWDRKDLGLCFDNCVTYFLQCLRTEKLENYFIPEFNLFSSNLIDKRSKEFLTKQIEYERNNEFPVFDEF
mcGAS lum: mouse cGAS inhibition by luminescence | Q8C6L5 | recombinant cGAS, Kinase-Glo ATP depletion luminescence | inhibition, % at 12.5 µM | actives 0.15% (n = 160,000);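 also: 0% = negative control wells and 100% = reference inhibitor with no enzyme activity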
NPYLR7 agonist: activates Aedes aegypti NPYLR7 receptor; activation, % at 10 µM; AID 1259423; actives 0.15% (n = 270,000); HEK293T NPYLR7/Galpha15, GCaMP6s calcium fluorescence; in the data active = activation above about 40%;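 also: 0% = vehicle and 100% = reference agonist at the receptor; some compounds past the cut are filed as inactive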
Active calls of the source: *; . = no result given; & = joins results of further samples. Rule as the data show it, unless noted: active = inhibition above about 40%; inactive = the rest.

SMILES | hcGAS lum | mcGAS lum | NPYLR7 agonist
O=C(Nc1nnc(C2CC(=O)N(c3ccccc3)C2)o1)c1cc(Cl)sc1Cl (stereo not drawn) | -9 | . | 6
CCN(CC)[N+]([O-])=NO | -1 | . | -5
CCCC1SCCN1C(=O)c1ccc(S(=O)(=O)NC)o1 (stereo not drawn) | -6 | . | 2
CCOC(=O)N1CCC(NCCCn2cc(C)cn2)CC1 | -5 | . | -3
CC(C)C1C2=C(CCCC2=O)OC(=N)C1C#N (stereo not drawn) | -3 | -2 | 9
CN(C)C(=O)CC(=O)Nc1cc(CC2CCCCC2)[nH]n1 | -9 | . | 1
COc1cccc(NC(=O)N2CCSC23C(=O)N(Cc2cccc(C)c2)c2ccc(F)cc23)c1 (stereo not drawn) | -6 | -6 | 9
Cc1ccc(-n2c(C(C)N(C)C(=O)C(Cl)Cl)nc3cc(Cl)ccc3c2=O)cc1 (stereo not drawn) | -2 | 0 | -9
CCS(=O)(=O)NCc1nnc(SCc2ccc(F)cc2)n1-c1ccc(C)cc1 | -2 | -5 | 31
O=C(COc1ccc(Cl)cc1)NC1CCN(c2ccccc2C(=O)NCC2CCCO2)CC1 (stereo not drawn) | -1 | -3 | -2
CC(=O)c1cccc(OCC(=O)N2c3ccccc3CC2C)c1 (stereo not drawn) | 4 | . | -16
CC(C(=O)OCC(=O)c1cccc([N+](=O)[O-])c1)N1C(=O)C2C3CCC(C3)C2C1=O (stereo not drawn) | -5 | -7 | -1
CCCN1CCC(NC(=O)OCC)CC1 | -1 | -6 | -8
CCC(N=C1CC(=O)OC12CCCCC2)C12CC3CC(CC(C3)C1)C2 (stereo not drawn) | 7 | 1 | .
CN(C(=O)c1cc(=O)[nH]c2ccccc12)C1CCCN(CCCc2ccccc2)C1 (stereo not drawn) | -8 | . | -1
CC(C)CCN(CCC(C)C)C(=O)Cn1cc(C(F)(F)F)cc(Cl)c1=O | -6 | -9 | 13
CCOC(=O)CSc1nc2c([nH]c3ccccc32)c(=O)n1-c1ccc(F)cc1 | -8 | -7 | 2
N#Cc1ccc(-c2ccnc3n[nH]c(-c4ccccc4)c23)cc1 | -4 | -5 | 20
CCc1nn(-c2cccc(Cl)c2)c2sc(C(=O)NCCCNC(=O)C3CC3)cc12 | -6 | -6 | .
CCOC(=O)c1ncc2[nH]c3cccc(OC(C)C)c3c2c1C | 0 | . | -12
Cc1nc(N(C)C)ncc1C(=O)N(Cc1ccncc1)CC1CCCO1 (stereo not drawn) | -8 | -12 | -4
Cc1ccc(N2C(=O)/C(=C/c3ccc(Cl)cc3)C=C2c2ccccc2)cc1[N+](=O)[O-] | -3 | -2 | 0
CN(C)C(=O)c1cccnc1SCc1ccc(-c2csnn2)cc1 | -1 | . | 0
COc1cccc(CN(C)Cc2nc3ccc(C)cc3[nH]2)c1O | -6 | -17 | 27
Cc1cc(Br)ccc1NC(=O)CN(C)C(=O)c1ccc(-c2ccc([N+](=O)[O-])cc2)o1 | -8 | . | 5
COc1ccc(C2CC(=O)Nc3cc(O)c(C)cc32)cc1Cn1cccn1 (stereo not drawn) | 1 | -19 | 1
CC(c1ccc(-c2ccc3c(c2)OCCC3=O)cc1)N1CCOCC1 (stereo not drawn) | -7 | . | 12
Cc1ccc(NC(=O)C2(C)CCN2C(=O)Cc2ccccc2Cl)cc1C (stereo not drawn) | -7 | -2 | 7
CSCCC(=O)N1CCC(C(=O)Nc2cccc(-c3cccc(Cl)c3)c2)CC1 | -3 | . | 2
O=C1NC2(CCN(Cc3ccncc3)CC2)Nc2cccc(Cl)c21 | -3 | -4 | 2
O=C(O)c1cc(NC2CC2)ccn1 | 5 | 3 | -5
c1ccc(-c2nnc(CSc3nnc4sc5ccccc5n34)o2)cc1 | -1 | . | 1
COc1cccc(-c2n[nH]c3c2CN(Cc2cccc(C(C)=O)c2)CC3)c1 | -8 | . | 10
O=C(Nc1nnc(-c2cc3ccccc3o2)o1)c1ccc(Cl)s1 | -2 | . | 7
CCN(CC)C(=O)c1c(-c2ccccc2)c(-c2ccccc2)n[nH]c1=O | -9 | -5 | 0
O=C(CN(CCCN1CCOCC1)S(=O)(=O)c1ccc(Cl)c([N+](=O)[O-])c1)N(Cc1ccccc1)Cc1ccco1 | -1 | -3 | -2
CC1(C)C(=O)NC(=O)N1CC(=O)N1CCC1c1ccc(F)cc1 (stereo not drawn) | -9 | . | -1
COc1ccc2nc(-c3cccc(NS(=O)(=O)c4ccc(C)s4)c3)cn2n1 | -3 | -8 | -9
COC(=O)c1ccccc1NC(=O)Cn1ccn2nc(-c3ccc(OC)c(OC)c3)cc2c1=O | -9 | -9 | 18
COC(=O)c1ccc(CN2CCN(Cc3cccc(OC)c3)C(CCO)C2)cc1 (stereo not drawn) | -8 | . | 21
CCCCc1noc(C(C)SCc2cc3ccccc3[nH]c2=O)n1 (stereo not drawn) | -8 | . | -1
O=[N+]([O-])c1ccc(-c2nc3nc4ccccc4nc3n2CC2CCCO2)cc1 (stereo not drawn) | -6 | -5 | 2
CNc1oc(-c2ccc(C)cc2)nc1S(=O)(=O)c1ccccc1 | -3 | -8 | -2
CCCc1nc(N2CCN(S(=O)(=O)c3ccc(Cl)c([N+](=O)[O-])c3)CC2)c2c(-c3ccccc3)noc2n1 | -1 | -6 | 16
CCCCCCCCCC(=O)Nc1ccc(N2CCCC2)c(C(=O)N2CCCC2)c1 | -3 | -7 | -4
COc1cccc(-c2noc(CSCc3cc(=O)n4c(C)csc4n3)n2)c1 | 3 | 14 | 1
C[C@@H]1CC[C@H]2C(C)(C)C3CC12CC[C@@]3(C)O (stereo partly drawn) | 0 | 1 | -13
COc1ccc(C2=NC(=Cc3sccc3C)C(=O)O2)cc1OC | -7 | . | -8
CCCCc1ccc(C(=O)N2CCN(C(=O)CN3CCc4sccc4C3c3cccc(F)c3)CC2)cc1 (stereo not drawn) | -7 | -5 | 10
Cc1c(C(=O)NCc2ccccc2C(F)(F)F)sc(=O)n1Cc1ccc(F)c(Cl)c1 | 4 | . | -8

Whole records, quoted from the list. Screens in order: hcGAS lum	mcGAS lum	NPYLR7 agonist
COc1cccc(-c2noc(CSCc3cc(=O)n4c(C)csc4n3)n2)c1 in the list: 3	14	1
CCCCc1ccc(C(=O)N2CCN(C(=O)CN3CCc4sccc4C3c3cccc(F)c3)CC2)cc1 (stereo not drawn) in the list: -7	-5	10
O=[N+]([O-])c1ccc(-c2nc3nc4ccccc4nc3n2CC2CCCO2)cc1 (stereo not drawn) in the list: -6	-5	2
COc1ccc(C2=NC(=Cc3sccc3C)C(=O)O2)cc1OC in the list: -7	.	-8

Going on with the list.
SMILES | hcGAS lum | mcGAS lum | NPYLR7 agonist
CN(C)CCN(C(=O)c1ccc([N+](=O)[O-])s1)c1nc2cc3c(cc2s1)OCCO3 | -1 | -6 | -5
CC1CC1C(=O)NCCC(=O)OC1CCCC1 (stereo not drawn) | -9 | -16 | 16
COc1cccc(OC)c1C(=O)N[C@@H]1C(=O)N2[C@@H]1SC(C)(C)[C@@H]2C(=O)O | -2&-7 | . | -8
NC(=O)CCN(C(=O)c1cc2ccccc2o1)c1ccc(F)cc1 | -10 | . | 5
O=C(Nc1ccccc1Br)N1CCC2(CC1)SCCN2C(=O)c1ccc(Br)cc1 | -7 | -5 | 0
COc1ccc(-n2nc(-c3ccccc3F)cc2C(=O)N(CCc2ccccc2)Cc2ccccc2)cc1 | -2 | -4 | 8
CC(C)CCC1(C)NC(=O)NC1=O (stereo not drawn) | -7 | -10 | 0
COc1ccc(-c2ccc(=O)n(CCCNC(=O)Nc3ccccc3OC)n2)cc1 | -6 | . | -2
OC(c1ccccc1)c1ncc(-c2cccc(C(F)(F)F)c2)[nH]1 (stereo not drawn) | -5 | . | 5
C=CCNc1oc(-c2ccc(COc3ccc(C)cc3)o2)nc1C#N | -5 | -6 | 1

Just NPYLR7 agonist, for 6 of the compounds above:
Structure	NPYLR7 agonist
COc1cccc(OC)c1C(=O)N[C@@H]1C(=O)N2[C@@H]1SC(C)(C)[C@@H]2C(=O)O	-8
NC(=O)CCN(C(=O)c1cc2ccccc2o1)c1ccc(F)cc1	5
O=C(Nc1ccccc1Br)N1CCC2(CC1)SCCN2C(=O)c1ccc(Br)cc1	0
COc1ccc(-n2nc(-c3ccccc3F)cc2C(=O)N(CCc2ccccc2)Cc2ccccc2)cc1	8
CC(C)CCC1(C)NC(=O)NC1=O (stereo not drawn)	0
COc1ccc(-c2ccc(=O)n(CCCNC(=O)Nc3ccccc3OC)n2)cc1	-2

Next structures follow:
SMILES | hcGAS lum | mcGAS lum | NPYLR7 agonist
O=CN1CCCN(C(=O)c2ccc(-c3cc(-c4ccc(N5CCCCC5)cc4)n[nH]3)cc2)CC1 | -9 | -9 | .
C/C(=N/N=C1\NC(=O)C(CC(=O)Nc2cccc(Cl)c2Cl)S1)c1ccc(F)cc1 (stereo not drawn) | -15 | . | 4
COc1ccc(CCN(C)C(=O)c2cc(-c3ccc(F)cc3)n(-c3ccc(C)cc3)c2C)cc1OC | 1 | -3 | -2
CCc1ncc2c(n1)CN(C(=O)c1cccc3c(C)c(C)[nH]c13)C2 | -8 | . | 14
N[C@@H]1CC[C@@H](NC(=O)c2ccc3cccnc3n2)C1 | -9 | -9 | 1
CC(C)c1nnc(-c2cc3ccccc3n2Cc2cccnc2)o1 | -2 | 4 | -7
CC1CN(C(=O)C2(NC(=O)OC(C)(C)C)Cc3ccccc3C2)CC(c2ccccc2)O1 (stereo not drawn) | -10 | . | 3
O=C(c1ccsc1)N1CCOC(CCCc2ccccc2)C1 (stereo not drawn) | -7 | . | 5
CC(=O)Nc1cccc(C(=O)N2CCOC(COCc3ccccc3F)C2)c1 (stereo not drawn) | -4 | -7 | -4
CCc1ccc(Nc2nnc(SCC(=O)N(CC)CC)s2)cc1 | -5 | -5 | 9
COc1ccc(OC)c(CN2CCCn3cccc3C2c2ccc(Cl)cc2)c1 (stereo not drawn) | -8 | -4 | -1
O=C(CSc1nc(=O)n(CCCO)c2c1CCCC2)NC1CCCCC1 | -8 | -8 | -12
O=C(NCCC1=CCCCC1)C1CCC(CNc2c(N3CCOCC3)c(=O)c2=O)CC1 (stereo not drawn) | -6 | -3 | 5
CC1=NN(c2ccc(Cl)c(Cl)c2)C(=O)/C1=C/c1cccs1 | -3 | -5 | 10
Cc1ccc(C=NNC(=S)NC(C)C)o1 | -5 | . | -10
Cc1ccc(C2=NN3C(=N)/C(=C/c4cccs4)C(=O)N=C3S2)cc1 | 4 | . | -1
CC1CCc2c(C(=O)NC(C)C)csc2C1 (stereo not drawn) | -7 | -4 | 6
O=C(Cn1nc(-c2ccco2)c2sc(N3CCCC3)nc2c1=O)N1CCCc2ccccc21 | -9 | -8 | -5
COc1ccc(NC(=O)c2ccn(C)n2)cc1 | -4 | -4 | 3
CCN(CC)S(=O)(=O)c1ccc(NC(C)=O)cc1 | -7 | . | 8
O=C(c1cc(-c2ccco2)nn1-c1ccccc1)N1CCCC(O)C1 (stereo not drawn) | -13 | . | -2
Cc1ccc(C(CC(=O)NCc2ccc(F)cc2)c2cn(C)c3ccccc23)cc1 (stereo not drawn) | -8 | -6 | 26
Cc1ccc(S(=O)(=O)NCCOc2ccc(-c3ccccc3)nn2)cc1 | -8 | -10 | -5
Cc1cc(N2CCCN(Cc3ccc(OC(F)F)cc3)CC2)ccn1 | -3 | -13 | 0
CC(C)c1ccc(C2c3c(n(C)c(=O)n(C)c3=O)N=C3COC(=O)C32)cc1 (stereo not drawn) | 2 | . | -14
CCOC(=O)c1c(C)cc(O)cc1O | -3 | -3 | .
Cc1cccn2c(=O)nc(SCC(=O)N3CCCCC3)nc12 | -7 | -6 | 1
Cc1nc(C(=O)NCCOc2ccccc2)cs1 | -4 | -7 | 7
COc1ccccc1-c1nc2ccccn2c1NC1CCCCC1 | -7&0 | -6&1 | 5
CCN(CC)C(=S)S | 1 | . | -15
O=C(N=c1ccccn1Cc1ccccc1)c1ccc(=O)[nH]n1 | -8 | . | 8
Nc1nc(N2CCCCC2)nn1C(=O)CC1C=CCC1 (stereo not drawn) | -13&-3 | -11 | 4&10
NC(=O)COc1cccc(CN2CCC3(CCNC(=O)CC3)CC2)c1 | -3 | -10 | 7
CC(=O)N1C(C(=O)O)CSC1c1ccco1 (stereo not drawn) | -4 | . | 0
NC(N)=NC(N)=NCc1ccc(Cl)cc1 | 0 | -4 | 1
CC(=O)Nc1ccc(C(=O)N(Cc2ccccc2F)C2CC2)cc1 | -15 | . | 1
O=C(Oc1ccc(-c2nc3ccccn3c2NC2CCCCC2)cc1)c1ccc(Cl)cc1 | -10 | -5 | -1
Cc1cccn2cc(CCNC(=O)c3cccs3)nc12 | 9 | . | -6
O=C(Nc1ccnn1C1CCN(Cc2ccc3cc(F)ccc3n2)CC1)c1ccccc1 | -4 | 1 | -9
Cc1cc(F)ccc1CCNC(=O)Nc1c(C)noc1C | -5 | . | 0
COC(=O)c1ccc(C=CC(=O)c2ccc(Cl)c(Cl)c2)cc1 | -8 | 34 | 1
O=C1c2cccc3c(Cl)ccc(c23)C(=O)N1c1cccc(O)c1 | -10 | -5 | 1
O=S(=O)(NCc1ccco1)c1cccc2ccccc12 | -4 | . | 6
Cc1cc(C)cc(OCc2nc(C(=O)N3CCC(C)CC3)cs2)c1 | -5 | -6 | 24
Cc1cccc(S(=O)(=O)NCCCN2CCOCC2)c1 | -2 | -5 | -6
